rCAG RNA binder: r(CAG) repeat RNA binding; inhibition, % at 3 µM; TO-PRO-1 dye displacement fluorescence; 1.3% of 370,000 active;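 active = inhibition above the plate cutoff, the mean of all test compounds on that plate plus 3 SD, cut at about 35% in these data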;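 note: 0% = DMSO alone and 100% = 100 µM mitoxantrone as full dye displacement; higher means more dye released from RNA so lower well fluorescence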
KLK7 zymogen act: proKLK7 (human) activation, primary screen | purified proKLK7, EDANS-DABCYL substrate fluorescence; 100% is mature enzyme control, 0% vehicle | activation, % at 7 µM | P49862 | 0.9% of 370,000 active | AID 652039;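 active = activation above the mean of all tested compounds plus 3 SD, computed per campaign excluding outliers beyond control limits, cut at about 13% in these data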
Tn6 DDE FP: DD(E)-Tn6 binding inhibition, primary FP screen. Fibrin DD(E) TRITC-Tn6 fluorescence polarization displacement. AID 720509. inhibition, % at 8.3 µM. 0.21% of 370,000 active. P02675;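 active = inhibition above a per-campaign cutoff: mean of compounds within control limits plus 3 SD, cut at about 15% in these data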;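 note: 0% = median of all compound wells on the plate and 100% = blocking peptide control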
GC-B act: GC-B (human) receptor activation; P20594; HEK293-GC-B cells, CNP EC30, cGMP TR-FRET; 0% at EC30 CNP, 100% saturating CNP; activation, % at 10 µM; 0.11% of 370,000 active;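 active = activation at 10 µM reaching about 35% in either raw or pattern-adjusted values, limit read from the data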
Target sequence (P20594 whole entry, looked up): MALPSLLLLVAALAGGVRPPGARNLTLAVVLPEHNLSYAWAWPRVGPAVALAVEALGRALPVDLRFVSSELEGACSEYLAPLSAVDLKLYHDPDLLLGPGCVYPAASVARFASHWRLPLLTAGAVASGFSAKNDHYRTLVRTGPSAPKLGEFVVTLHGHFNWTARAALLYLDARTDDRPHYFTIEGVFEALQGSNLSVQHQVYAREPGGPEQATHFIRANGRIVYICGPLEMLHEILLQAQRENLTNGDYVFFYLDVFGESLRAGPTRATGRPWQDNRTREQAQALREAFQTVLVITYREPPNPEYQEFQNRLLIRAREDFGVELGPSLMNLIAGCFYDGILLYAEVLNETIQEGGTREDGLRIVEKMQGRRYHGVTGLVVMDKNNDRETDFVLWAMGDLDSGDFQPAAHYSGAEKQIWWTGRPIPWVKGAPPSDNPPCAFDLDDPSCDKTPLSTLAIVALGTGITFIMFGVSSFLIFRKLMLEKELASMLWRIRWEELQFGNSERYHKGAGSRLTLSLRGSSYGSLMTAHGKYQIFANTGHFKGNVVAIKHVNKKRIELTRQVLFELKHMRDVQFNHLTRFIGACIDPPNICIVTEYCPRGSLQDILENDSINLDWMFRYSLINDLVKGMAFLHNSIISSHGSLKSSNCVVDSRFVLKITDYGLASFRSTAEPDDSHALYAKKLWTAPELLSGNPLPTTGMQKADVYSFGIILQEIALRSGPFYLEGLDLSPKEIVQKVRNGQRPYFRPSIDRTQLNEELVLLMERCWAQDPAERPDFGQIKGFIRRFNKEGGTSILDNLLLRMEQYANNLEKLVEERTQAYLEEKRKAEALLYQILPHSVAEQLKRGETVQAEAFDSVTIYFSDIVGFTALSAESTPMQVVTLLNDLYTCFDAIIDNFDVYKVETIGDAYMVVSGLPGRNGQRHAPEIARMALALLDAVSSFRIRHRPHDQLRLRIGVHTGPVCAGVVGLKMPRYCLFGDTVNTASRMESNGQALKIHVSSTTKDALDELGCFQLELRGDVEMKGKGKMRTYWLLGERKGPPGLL
ADAM10 inh: inhibitors of human ADAM10 | O14672 | recombinant ADAM10, EDANS/DABCYL FRET peptide cleavage, 3 h | inhibition, % at 7 µM | 0.62% of 370,000 active | AID 720582;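 active = inhibition above a per-campaign cutoff equal to the mean of compounds falling between control-based bounds plus 3 SD, cut at about 20% in these data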;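 note: 0% = DMSO wells while the 100% control is not disclosed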
ASAP1 inh: blocks human ASAP1-stimulated Arf1 GTP hydrolysis; GDP FP detection; inhibition, % at 16.5 µM; AID 624377; Q9ULH1; 0.19% of 360,000 active; in the data active = inhibition above about 25%;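 note: 0% = vehicle with enzyme and substrate and 100% = no enzyme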
GAA850 FXN act: activators of GAA850 frataxin (FXN) promoter | 0.56% of 360,000 active | HEK293 lucGAA850 FXN promoter luciferase reporter, 24 h; percent of 10 µM SAHA response | AID 540364 | activation, % at 6 µM;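 active = activation above the average of all compounds screened plus 3 SD, cutoff fixed separately per campaign, cut at about 7.5% in these data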;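 note: 0% = DMSO wells and 100% = 10 µM SAHA wells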
NPR1 activator: GC-A (human) enzyme activation. AID 1671463. P16066. 0.14% of 370,000 active. HEK293 GC-A cells, cGMP TR-FRET, EC30 ANP; 0% at EC30 ANP, 100% saturating ANP. activation, % at 10 µM; in the data active = activation above about 40%
sPLA2-III inh: Inhibits HGIII-sPLA2 liposome hydrolysis, primary screen; QFRET BODIPY PC-A2 liposome hydrolysis, fluorescence; inhibition, % at 12.2 µM; 0.56% of 370,000 active;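 active = inhibition above mean plus 3 SD of compounds lying within the high and low control bounds, cut at about 19% in these data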;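 note: 0% = median of test compound wells and 100% = no enzyme DMSO wells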
ARFGAP1 inh: inhibitors of rat ARFGAP1 | Q62848 | 0.26% of 360,000 active | inhibition, % at 16.5 µM | Arfgap1-stimulated ARF1 GTP hydrolysis, GDP FP detection;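 active = inhibition above a per-plate limit, mean inhibition of low control wells plus 3 SD, cut at about 25% in these data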;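 note: 0% = DMSO wells with enzyme and 100% = wells lacking Arfgap1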
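Repeats: one replicate per compound; assay system: rat Arfgap1 catalytic domain, aa 1-136; times: enzyme reaction 120 min at 25 °C after 20 min preincubation; detection: FP of antibody-bound GDP Alexa 633 tracer, ex 620/em 688 nm; benchmarks: high control wells lacking Arfgap1, low control full reaction with DMSO; reagent: human ARF1(Δ1-17)-GTP substrate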
Active calls of the source: *; i = inactive.

SMILES	rCAG RNA binder	KLK7 zymogen act	Tn6 DDE FP	GC-B act	ADAM10 inh	ASAP1 inh	GAA850 FXN act	NPR1 activator	sPLA2-III inh	ARFGAP1 inh
CCCNC(=O)C1(C)CCCN(C(=O)COc2ccc(C(C)(C)C)cc2)C1 (stereo not given)	-2	-1.3	-4	-2	-11	10	1.7	-1	10	0
COc1ccccc1C(CNC(=O)CSc1ccc2ccccc2c1)N(C)C (stereo not given)	-8	0.3	1	-10	-1	-13	2.6	-11	-8	-4
O=C1CSC(c2ccc(Cl)cc2)N1 (stereo not given)	2	0.6	6	0	-8	4	-1.7	7	2	4
Cc1ccc(NC(=O)c2ncn(CC(=O)N[C@H](CO)Cc3c[nH]c4ccccc34)n2)cc1C	3	0.8	2	6	-7	4	0.2	2	-84	0
CCOC(=O)C1C(c2ccc(O)cc2)NC(=O)NC1(O)C(F)(F)F (stereo not given)	2	0.0	3	5	4	-6	0.1	2	6	14
CN(C)c1ccc(C(=O)OCC(=O)NCCC2=CCCCC2)cc1	-8	0.0	2	0	-2	5	0.1	-3	4	8
Cc1ccc(-n2c(Cn3ncc4ccccc4c3=O)n[nH]c2=S)cc1	0	0.6	-2	6	0	5	-0.9	-1	5	1
CC(C)NC(=O)c1ccccc1NC(=O)C1COc2ccccc2O1 (stereo not given)	2	-0.3	-2	0	12	-17	2.5	-3	6	-17
COc1cccc(C2N(Cc3ccccc3)C(=O)C2(F)F)c1OC (stereo not given)	-6	-0.4	2	-9	7	10	1.4	-6	-2	6
COc1cc(OC)cc(C(=O)NC2CC(C)(C)NC(C)(C)C2)c1	1	0.0	1	4	11	7	3.0	3	-3	12

By substructure, those above with an aryl methoxy group (3)
SMILES	rCAG RNA binder	KLK7 zymogen act	Tn6 DDE FP	GC-B act	ADAM10 inh	ASAP1 inh	GAA850 FXN act	NPR1 activator	sPLA2-III inh	ARFGAP1 inh
COc1ccccc1C(CNC(=O)CSc1ccc2ccccc2c1)N(C)C (stereo not given)	-8	0.3	1	-10	-1	-13	2.6	-11	-8	-4
COc1cccc(C2N(Cc3ccccc3)C(=O)C2(F)F)c1OC (stereo not given)	-6	-0.4	2	-9	7	10	1.4	-6	-2	6
COc1cc(OC)cc(C(=O)NC2CC(C)(C)NC(C)(C)C2)c1	1	0.0	1	4	11	7	3.0	3	-3	12

(continued)
SMILES	rCAG RNA binder	KLK7 zymogen act	Tn6 DDE FP	GC-B act	ADAM10 inh	ASAP1 inh	GAA850 FXN act	NPR1 activator	sPLA2-III inh	ARFGAP1 inh
O=C(CN1CCC(NC(=O)Nc2ccc(F)cc2)CC1)Nc1ccccc1[N+](=O)[O-]	13	-0.5	0	-3	11	10	-1.0	-2	-8	0
C[C@@H]1CN([C@H](C)CO)C(=O)CCCn2nncc2CO[C@H]1CN(C)C(=O)c1cc(-c2ccccc2)on1	1	-0.3	-3	-6	-4	1	-1.5	0	7	5
Cc1cc(O)c(C(C)C)cc1N=Nc1ccccc1C(=O)O	20	-0.3	-3	-6	3	-1	1.3	-1	-5	-7
Cc1ccnc(NC(=O)c2ccc([N+](=O)[O-])s2)c1	0	0.2	-2	-1	-5	-9	3.7	1	-5	13
CCOc1ccccc1NC(=O)CSc1nnnn1-c1ccc(C(=O)OC)cc1	-2	0.5	3	-7	-10	2	-0.6	1	-5	0
Cc1ccc(C(C(=O)Nc2ccc3c(c2)OCO3)N(C)C(=O)/C=C\c2ccc3c(c2)OCO3)cc1 (stereo not given)	6	-1.0	3	0	-15	6	-0.2	0	-9	-6
CCOc1ccc(Br)cc1S(=O)(=O)NCCN(C)C	0	-0.2	3	-1	6	5	-0.4	-4	4	-5
CCOC(=O)N/N=C(/c1ccccc1)C1CCCCC1	-9	-0.3	0	-2	-1	2	0.5	-2	0	4
COc1ccc(C(=O)NNC(=O)C23CC4CC(CC(C4)C2)C3)cc1OC	0	-0.2	-4	-4	-4	8	-0.4	-1	-2	0
Cc1cccc(OCC(=O)O/N=C(\N)Cc2cccs2)c1	-4	0.2	7	-2	-2	2	2.9	-2	2	-3
COCCNC(=S)N(CCc1c(C)[nH]c2ccc(OC)cc12)Cc1cccnc1	-4	0.0	-2	3	1	-5	0.6	-6	5	-2
COc1ccccc1/C=N/Nc1cc(C)nc2ccc(C)cc12	-3	-0.5	-2	3	-247	-9	3.3	-7	7	-10
COc1ccc(C2NC(=O)c3n[nH]c(C)c32)c(OC)c1 (stereo not given)	-2	-0.7	-2	2	-1	-9	1.2	5	9	-9
C=CCN1C(=O)C2C3CC(=O)C(c4ccccc43)C2C1=O (stereo not given)	-5	0.2	-13	7	-4	10	1.0	0	16	16
C/C(=N\N=C1\NC(=O)CS1)c1cccs1	3	0.8	3	0	16	-5	2.1	0	10	4
COc1ccc(Cc2noc(CN3CCNC(=O)CC3)n2)cc1OC	0	-0.1	-3	-1	-4	-6	4.2	0	0	14
CCOC(=O)C1=NN(C(=O)Nc2cccc(C(F)(F)F)c2)C2C(=O)N(c3cccc(C(F)(F)F)c3)C(=O)C12 (stereo not given)	83*	-0.9	-6	0	7	7	-1.4	-5	-42	-2
c1ccc(-c2noc(CC3CCCCC3)n2)cc1	-3	0.2	-1	2	-4	1	1.4	-3	2	6
COc1ccc(Nc2nc(Cl)nc(Nc3ccc(OC)cc3OC)n2)c(OC)c1	15	0.7	1	-23	-10	-4	3.5	-45	4	-3
COc1ccccc1C(=O)NCc1ccccn1	-2	-0.6	0	5	-7	4	-0.5	0	5	-3
COc1c(Cl)cc(Cl)cc1/C=N/n1cnnc1	-2	0.4	5	-5	-26	5	-0.9	0	1	-7
CCOC(=O)CC(=O)CSc1nnc2sc3ccccc3n12	3	0.6	3	-2	-7	-11	1.5	-5	-1	15
COc1cccc(C(=O)OCC(=O)Nc2ccccc2N2CCOCC2)c1	-1	0.5	4	-8	-9	-2	-2.5	4	-1	6
N#CC(c1ccccc1)(c1ncc(C(F)(F)F)cc1Cl)N1CCOCC1 (stereo not given)	-5	0.2	2	-5	4	-2	11*	-8	1	-4
COC(=O)CSc1[nH]c2ccc(Br)cc2c1[N+](=O)[O-]	2	0.2	-4	10	2	0	1.4	24	2	9
COc1ccc(C(=O)COC(=O)COc2cccc3c2OC(C)(C)C3)c(OC)c1	-7	-0.6	0	0	2	-4	1.1	-1	1	0
CS(=O)(=O)N1CCCC(C(=O)Nc2cccc(F)c2)C1 (stereo not given)	-1	-0.1	-3	2	1	-2	1.7	4	-1	6
Cc1ccc(NC(=O)CNC2CCS(=O)(=O)C2)cc1C (stereo not given)	2	0.3	-1	1	-3	-7	-0.9	0	-5	-2
Cc1ccc(C)c(N(C(=O)Cc2cccs2)C(C(=O)NC2CCCC2)c2ccc(C)o2)c1 (stereo not given)	-3	0.4	5	-11	-6	4	-1.7	-34	8	7
O=C(Cc1ccccc1)Nc1cccc(NC(=O)c2cccs2)c1	5	-0.1	-6	0	12	5	-1.3	-2	-5	0
Cc1ccc2c(c1)N(CCCC(=O)NCCCN1CCCC1=O)C(=O)CO2	1	0.1	-5	4	2	-6	1.6	3	0	-1
O=C(NCCCn1ccnc1)c1cn(-c2ccccc2)nc1-c1ccc(F)cc1	-5	0.2	6	0	-3	1	0.0	-1	-23	-2
CC(c1ccccn1)N(C)C(=O)c1ccc2nc(Cc3ccccc3F)oc2c1 (stereo not given)	-7	-0.2	1	6	1	-2	3.5	1	-8	-3
Cc1cn([C@H]2C[C@H](O)[C@@H](CNCc3ccc(N4CCN(C)CC4)cc3F)O2)c(=O)[nH]c1=O	0	-0.1	2	-1	-3	22	1.5	4	7	5
CN1CCN(/C=N/c2c(C#N)cnn2C)CC1	3	0.1	-1	6	-5	-12	-0.3	1	11	5
Cc1[nH]nc(SCC(=O)NCC(C)C)c1[N+](=O)[O-]	0	0.0	-8	4	0	10	0.4	2	-8	-3
CCCCOc1ccc(-c2ncc(N)cn2)cc1	-5	0.1	-8	4	-10	-2	1.8	-1	11	2
O=C(O)C1CC(=O)N(CCc2ccccc2)C1 (stereo not given)	1	-0.2	1	4	5	2	-1.6	3	-1	5
O=c1[nH]cnc2c1N1CCC2CC1	0	-0.3	10	5	-2	6	-1.7	3	1	-10
CC1(C)Cc2c(C#N)c(NCCO)nc(-c3ccco3)c2CO1	7	6.9	5	6	-177	5	3.9	-2	0	-1
CCC(C)Sc1ccc([C@@H]2[C@H]3C(=O)N(C)C(=O)[C@H]3[C@]3(C(=O)OC)CCCN23)cc1 (stereo not given in full)	-3	0.2	0	7	5	1	0.9	3	1	12
CCN(C(=O)COc1ccc(C(=O)c2ccccc2)cc1)c1ccccc1	-2	0.1	-1	0	5	-9	0.1	-3	0	-2
Cc1cccc(C)c1NC(=S)N(c1ccccc1)C(C)C	2	-0.4	-9	5	-5	5	-0.6	0	0	-11
O=C(O)C(c1ccccc1)N1CCCCC1 (stereo not given)	-2	-0.3	3	5	3	-15	-0.2	-2	2	10
N#C[C@H]1C2OC2c2ccccc2N1C(=O)c1ccccc1 (stereo not given in full)	1	-0.6	11	4	-63	-5	-0.6	-4	-2	5
Cc1ccc(C(=O)Nn2cnnc2)cc1[N+](=O)[O-]	-2	0.1	6	1	4	-3	1.3	4	-4	-6
COc1cccc(-c2noc(CCC(=O)NCC3CCCO3)n2)c1 (stereo not given)	-1	-0.4	4	-5	-1	4	1.1	-3	0	1
COc1ccc(C(O)(CC(C)C)C(CN2CCOCC2)c2ccccc2)cc1 (stereo not given)	-6	-0.5	4	-19	-1	-3	0.0	-55	0	-5
CCOC(=O)N1CCN(C(=O)/C=C/c2ccc(OC)cc2)CC1	3	-0.5	8	-1	6	-17	2.7	1	-11	-2
CCc1cc(C(=O)OC)c(NC(=O)CCC(=O)O)s1	0	0.6	9	-3	1	-14	-0.3	3	2	7

Following part:
SMILES	rCAG RNA binder	KLK7 zymogen act	Tn6 DDE FP	GC-B act	ADAM10 inh	ASAP1 inh	GAA850 FXN act	NPR1 activator	sPLA2-III inh	ARFGAP1 inh
Cc1oc2cc(O)ccc2c(=O)c1Oc1ccccc1	1	54*	-9	5	i	2	-2.7	2	5	1
O=S(=O)(c1cccc(NC(=S)N2CCN(c3ccccc3F)CC2)c1)C(F)F	2	0.4	1	5	2	3	-0.4	1	-4	3
CCCNC(=O)N1CCC(C(=O)c2ccc(F)cc2)CC1	-1	0.2	-1	-3	3	5	-1.2	-6	0	-4
Cn1ccnc1SCC(=O)Nc1cccc(S(=O)(=O)N2CCCCCC2)c1	-4	-0.6	4	2	6	-4	1.9	1	2	16
Cc1ccc(-c2csc(NC(=O)c3ccccc3F)c2C(=O)O)cc1	42*	-0.3	6	-1	6	-13	1.2	2	0	-9
Cc1nc(Nc2ncc3c(n2)CC(C)(C)CC3=O)nc2ccccc12	-1	0.7	2	-7	-4	0	2.1	-1	0	7
CN(c1ccc(C(=O)N2CCN(c3ccccc3F)CC2)cc1)S(=O)(=O)c1ccccc1	-8	0.2	6	-2	10	-1	-0.8	-2	-7	-3
Cc1nc(C(=O)N(C)C)nn1-c1cc(Cl)cc(Cl)c1	-1	4.3	5	2	-7	0	0.5	-2	5	11

Bioassay records (PubChem)
